# Assay outcomes deposited in PubChem by Sanford-Burnham Center for Chemical Genomics.
# EBI2 antag: EBI2 receptor antagonists, beta-arrestin recruitment, primary screen, cell-based, luminescence, 7a,25-OHC stimulation, uHTS; 360,000 compounds, 0.81% hits; G-protein coupled receptor 183 (Homo sapiens), P32249; 7a,25-OHC stimulated; inhibition, % at 5 µM; in the data active = inhibition above about 38%;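 note: enzyme fragment complementation signal reports receptor beta-arrestin coupling in cells; 0% = agonist plus DMSO wells and 100% = wells without agonist; some results beyond the cut were filed as inactive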
# Target sequence (P32249 whole entry, looked up, the tested form may be a part): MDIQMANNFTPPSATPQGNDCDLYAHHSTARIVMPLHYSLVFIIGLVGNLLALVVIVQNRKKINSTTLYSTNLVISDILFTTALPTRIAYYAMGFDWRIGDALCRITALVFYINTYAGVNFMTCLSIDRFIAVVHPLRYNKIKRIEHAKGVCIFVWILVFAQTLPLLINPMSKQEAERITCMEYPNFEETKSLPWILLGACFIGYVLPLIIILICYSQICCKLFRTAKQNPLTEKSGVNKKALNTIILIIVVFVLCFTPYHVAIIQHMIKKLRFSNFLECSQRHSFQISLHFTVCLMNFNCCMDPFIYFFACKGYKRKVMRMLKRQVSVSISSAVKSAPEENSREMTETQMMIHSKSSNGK
# CCR6 antag: CCR6 receptor antagonists, primary screen, cell-based, CHO-K1, luminescence, beta-arrestin, uHTS; CHO-K1 CCR6 PathHunter beta-arrestin, CCL20-stimulated; 340,000 compounds, 0.49% hits; inhibition, % at 20 µM;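 active = compounds whose inhibition of the agonist-driven luminescence signal at 20 µM reaches about 50%, limit read from the data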;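 note: cells stimulated with CCL20 at 14 nM final; plate controls were DMSO with CCL20 for no effect and DMSO without agonist for full effect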
# CXCR6 inh: CXCR6 receptor inhibitors, primary screen, cell-based, beta-arrestin, luminescence, CHO-K1 PathHunter, 1536-well; inhibition, % at 20 µM; 360,000 compounds, 0.36% hits; AID 602244, 2012; in the data active = inhibition above about 34%, passing the limit was not always enough;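 note: antagonist mode with CXCL16 agonist at 10 nM final; 0% = 10 nM CXCL16 with DMSO and 100% = unstimulated wells without agonist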
# Target sequence (O00574 whole entry, looked up): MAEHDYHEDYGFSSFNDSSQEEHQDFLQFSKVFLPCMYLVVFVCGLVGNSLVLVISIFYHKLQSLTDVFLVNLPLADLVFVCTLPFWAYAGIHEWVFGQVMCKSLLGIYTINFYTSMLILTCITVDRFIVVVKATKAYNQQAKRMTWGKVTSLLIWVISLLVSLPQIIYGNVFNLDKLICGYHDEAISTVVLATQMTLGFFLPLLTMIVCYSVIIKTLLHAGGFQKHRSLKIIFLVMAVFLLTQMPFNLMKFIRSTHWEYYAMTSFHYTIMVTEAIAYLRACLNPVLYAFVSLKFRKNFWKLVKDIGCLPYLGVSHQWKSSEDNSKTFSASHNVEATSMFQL
# UPR XBP1 act: activators of adaptive XBP1 UPR arm, primary screen, cell-based, CHO-XBP1 luciferase reporter, luminescence, uHTS. activation, % at 20 µM. IRE1-XBP1 UPR activation; percent of tunicamycin response, DMSO as zero. 330,000 compounds, 0.33% hits. AID 463104, 2010;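 active = versus positive control, 20 µM dose yields 30% or more activation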;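 note: 100% = tunicamycin at 10 µg/mL and 0% = DMSO only wells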
#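 Signal: luciferase luminescence; Assay system: CHO-XBP1 luciferase reporter cells; Amount: one thousand reporter cells per well; Dosing: 20 µM single concentration, DMSO 1%; Benchmarks: high control tunicamycin 10 µg/mL final, low control DMSO vehicle only; Schedule: 6 h compound exposure at 37 °C, 5% CO2; Evaluation: percent activation relative to tunicamycin reference.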
# Mdm2 MdmX PPI: inhibitors of human Mdm2-MdmX association, primary screen, cell-based, luminescence, split luciferase, SaOS-2, uHTS; SaOS-2 split-luciferase Mdm2/MdmX complementation; inhibition, % at 8 µM; 330,000 compounds, 3% hits;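 active = inhibition of at least 50% at 8 µM in the primary screen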
# UPR CHOP act: activators of apoptotic CHOP UPR arm, primary screen, cell-based, CHO-CHOP luciferase reporter, luminescence, uHTS. UPR activation; percent of tunicamycin response over DMSO baseline. 330,000 compounds, 0.34% hits. activation, % at 10 µM;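 active = at 10 µM dose, activation of 40% or more, normalized to positive control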;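 note: 100% = tunicamycin at 10 µg/mL and 0% = DMSO alone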
#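 System: CHO CHOP reporter cells. Amount: 500 cells per well. Buffer or medium: F12 medium, 10% FBS. Compound dosing: one dose, 10 µM in 0.5% DMSO. Incubation: 6 h compound exposure at 37 °C after overnight seeding. Technique: Steady-Glo luciferase luminescence. Benchmarks: tunicamycin and DMSO controls.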
# tim23-1 inh: growth inhibitors of tim23-1 mutant yeast, primary screen, luminescence, uHTS. 330,000 compounds, 1.3% hits. S. cerevisiae tim23-1 growth, BacTiter-Glo luminescence, 24 h. inhibition, % at 20 µM. AID 463212, 2010;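 active = growth inhibition of the mutant yeast at or above 50%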;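 note: temperature-sensitive mutant grown at 25 °C; plate controls were DMSO-treated mutant yeast for no effect and medium wells lacking yeast for full effect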
# APJ antag: antagonists of human apelin receptor APJ, primary screen, CHO-K1 cells, beta-arrestin complementation, luminescence; P35414; inhibition, % at 20 µM; 330,000 compounds, 0.32% hits; AID 2521, 2010;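 active = inhibition above about 40% at 20 µM, limit read from the data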;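 note: cells challenged with 10 nM apelin-13 agonist together with compound; plate controls were apelin-13 plus DMSO wells for no effect and DMSO wells lacking apelin-13 for full effect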
# Target sequence (P35414 whole entry, looked up): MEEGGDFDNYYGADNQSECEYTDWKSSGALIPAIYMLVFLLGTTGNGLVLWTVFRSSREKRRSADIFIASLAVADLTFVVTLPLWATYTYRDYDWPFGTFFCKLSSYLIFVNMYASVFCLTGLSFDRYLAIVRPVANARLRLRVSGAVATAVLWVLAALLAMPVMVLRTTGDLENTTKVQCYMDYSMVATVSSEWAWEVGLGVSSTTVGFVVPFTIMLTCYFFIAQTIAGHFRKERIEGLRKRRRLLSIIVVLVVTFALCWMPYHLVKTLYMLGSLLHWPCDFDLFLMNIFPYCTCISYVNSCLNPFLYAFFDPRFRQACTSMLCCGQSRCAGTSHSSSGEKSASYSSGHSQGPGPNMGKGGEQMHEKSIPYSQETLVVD
# APJ agonist: agonists of human apelin receptor APJ, primary screen, CHO-K1 cells, PathHunter beta-arrestin, luminescence. AID 2520, 2010. 330,000 compounds, 0.11% hits. P35414. 0% DMSO wells, 100% apelin. activation, % at 20 µM;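 active = activation more than six SD over the plate average, tested at 20 µM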;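 note: 0% = DMSO alone and 100% = apelin-13 at 10 nM; some results filed as inactive read as strong as hits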
#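 assay system = CHO-K1 APJ beta-arrestin complementation cell line | input = cell density 1000 per well | dosing = compound 20 µM once, DMSO 1% | timing = compound 90 min 25 °C, reagent 1 h | measured by = luminescence from split beta-galactosidase complementation, Galacton Star/Emerald II substrate | read-out basis = APJ agonist activity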
# Starred values were filed as active, the others as inactive.
SMILES,EBI2 antag,CCR6 antag,CXCR6 inh,UPR XBP1 act,Mdm2 MdmX PPI,UPR CHOP act,tim23-1 inh,APJ antag,APJ agonist
C=CCn1c(=O)c(C(=O)Nc2ncccc2O)c(O)c2ccccc21,-3,-6,-3,-4,-1,4.1,34,6,0
Cc1cccc(NC(=O)c2cc(NC(=O)CCCC(=O)O)ccc2Cl)n1,-6,-6,1,1,0,-0.4,-5,2,-1
CCC(NC(=O)CCCc1ccccc1)c1ccccc1 (stereo not given),10,18,5,-3,-27,-0.9,11,5,-2
CCOc1ccc(CC(=O)Nc2ccc(S(=O)(=O)Nc3cc(C)on3)cc2)cc1OCC,1,9,6,0,-11,-0.5,8,13,-2
CC1CCCCC1NC(=O)CCCc1nc2ccccc2c(=O)[nH]1 (stereo not given),-1,8,2,2,-15,1.9,-6,-6,-6
COC(=O)CCCNC(=O)c1ccc(S(=O)(=O)NCc2ccco2)cc1,-8,4,4,2,2,-0.6,-15,3,0
O=C(Cn1cc(C(=O)C2CC2)c2ccccc21)NCc1ccc2c(c1)OCO2,2,13,1,-2,-10,1.1,4,2,3
Cc1ccc(CNS(=O)(=O)c2cc3c4c(c2)C(C)C(=O)N4CCC3)cc1 (stereo not given),0,-6,-5,-6,1,-0.5,0,-4,5
COC(=O)c1cc2c(C(F)(F)F)nn(C)c2s1,9,9,-8,5,-4,-1.3,16,-2,-5
CC1(C)CC(=O)c2cc(C(=O)NCc3ccco3)c(=O)n(-c3ccccc3)c2C1,-1,-7,3,-3,12,-2.5,0,9,-1
N#Cc1ccccc1NC(=O)CN1C(=O)NC(Cc2c[nH]c3ccccc23)C1=O (stereo not given),-9,0,-4,-1,7,4.8,1,10,2
COc1cccc(NC(=O)c2ccc3c(c2)CCCC3)c1,2,4,-3,-1,-237,2.9,35,-3,-3
CCOC(=O)c1oc2ccccc2c1NC(=O)COc1cccc(OC)c1,-2,-1,7,0,20,2.1,-13,22,9
CC(C)CN1C(=O)c2ccc(C(=O)Nc3ccccc3C(=O)O)cc2C1=O,-25,9,11,3,8,4.0,16,-4,-4
N/C(=N\OC(=O)c1ccccc1)c1cccnc1,7,-16,-28,-2,-28,-1.5,8,-24,2
O=C(Nc1nc(-c2cccnc2)cs1)c1ccccc1[N+](=O)[O-],-7,1,-2,0,-3,-1.5,-28,-1,2
Cc1ccc(C(=O)c2c(NC(=O)c3cccnc3)sc3c2CCCC3)cc1,15,22,12,0,-13,0.1,37,1,-3
Cc1ccnc(NC(=O)C(C)N2C(=O)c3ccccc3S2(=O)=O)c1 (stereo not given),10,7,6,2,-3,0.0,9,10,5
COc1ccc(Cl)cc1NC(=O)CN1C(=O)CSC1=O,3,6,-6,-3,-19,1.6,4,-3,1
COc1cccc(NC(=O)COC(=O)CC(NC(N)=O)c2ccc(Cl)cc2)c1 (stereo not given),-3,-9,-2,0,1,1.9,1,-9,-3
COc1ccc(C(=O)c2ccsc2N)cc1,-2,-4,3,3,-55,6.7,19,11,-1
Cn1c(CC(=O)Nc2ccc(Cl)c(Cl)c2)nnc1SCC(=O)NCc1ccccc1,2,10,-2,-1,-25,-0.4,2,-3,-4
Cc1cc2occ(CC(=O)Nc3nnc(C4CC4)s3)c2cc1C,-16,-19,4,2,-4,1.2,17,5,3
COc1ccc(-n2nc(C(=O)Nc3ccc4c(c3)OCO4)c3ccccc3c2=O)c(OC)c1,3,16,1,-3,21,-0.8,-5,-2,-2
COc1ccc(N(C(=O)CCl)C(C(=O)NC2CCCCC2)c2cccnc2)cc1 (stereo not given),-22,6,-6,-1,96*,25,31,14,-1
CN(C)c1ccc(/C=N/N2CCN(c3ccccn3)CC2)cc1,-10,-3,2,1,1,5.1,5,5,3
COc1cc(CCCN2C(=O)C(=O)NC[C@@H]2Cc2ccc(O)cc2)cc(OC)c1OC,15,11,-7,-3,1,-1.4,-1,3,2
CCC(=O)N1CCc2cc(Br)cc(S(=O)(=O)N3CCCCC3CC)c21 (stereo not given),13,27,-3,0,18,0.0,29,6,2
CN1C(=O)/C(=C/c2ccccc2OCc2cccc(F)c2)N(C)C1=S,-26,19,13,-2,3,-1.0,20,21,-8
O=C(c1ccccc1)N1CCN(c2ccc(NCc3ccc4c(c3)OCO4)cc2)CC1,-3,2,-9,1,17,1.0,36,-4,10
O=C(N/N=C\c1ccc2c(c1)OCO2)c1ccco1,-1,4,-4,0,-21,-2.1,25,-5,1
Cc1nccc2oc(=O)c(NC(=O)c3ccc(Cl)cc3)cc12,4,-5,1,-3,3,2.5,4,4,-5
CCC(=O)N=c1ccn(C2=Nc3ccccc3NC2=C(C#N)C#N)cc1,-2,25,10,-1,11,-2.2,7,16,-3
O=[N+]([O-])c1cc2c(cc1/C=N\NS(=O)(=O)c1ccccc1)OCO2,-9,1,0,-2,31,2.7,23,-51,6
CCN(CC)S(=O)(=O)c1ccc(C)c(NC(=O)CNc2cccc(S(=O)(=O)N3CCCC3)c2)c1,-3,14,-3,-5,-5,0.1,10,10,4
CCCCC1=CC2=C(c3ccco3)C(=O)C(C)(OC(=O)c3ccc(OC)cc3)C(=O)C2=CN1CCCOC(C)C (stereo not given),-2,3,-4,0,6,-1.6,-1,-2,2
Cc1ccc(S(=O)(=O)N2CCN(C(=O)c3ccc(OCc4c(C)noc4C)cc3)CC2)cc1,-10,5,0,-2,15,-3.6,14,-2,2
C[C@@H]1CCC[C@@]2(O[C@@H](CCO)C[C@H](O)[C@H]2O)O1,-6,-1,-1,0,-28,-2.3,23,6,7
CCOc1cccc(CNc2ccc(O)cc2)c1OCc1ccc(Cl)cc1Cl,-15,30,-5,-1,10,0.0,62*,-42,8
CCOc1cc(C(=O)NC(C)C2CCCO2)cc(OCC)c1OCC (stereo not given),-6,-2,-3,-1,1,-0.2,4,-1,-2
N/C(=N\OC(=O)c1ccc2ccccc2c1)c1ccccn1,-8,7,-10,-6,70*,-7.8,13,-11,4
O=C(NN1CCOCC1)c1cc(Cl)ccc1Cl,-1,7,-4,-4,1,-0.5,2,5,15
Cc1ccnc2ccc(SC(F)(F)F)cc12,1,1,2,-2,-15,-2.5,2,-3,-1
COCCCNC(=S)N1CCCN(c2nc3c(C)c(C)ccc3cc2C#N)CC1,2,-3,5,1,17,0.3,25,-10,-7
COc1ccc(NC(=S)NC(=O)/C=C/c2ccco2)cc1,-9,12,11,2,0,5.8,1,-18,-2
Cc1cc(C)n2nc(SCC(=O)N(CC(C)C)c3c(N)n(CC(C)C)c(=O)[nH]c3=O)nc2n1,-9,3,6,-2,8,-0.1,20,-4,0
CCOC(=O)CNS(=O)(=O)CCN1C(=O)c2ccccc2C1=O,-7,11,-2,-1,28,0.4,2,15,-2
Cc1ccc2nc3c(c(C(=O)OC4CCOC4=O)c2c1)CCCC3 (stereo not given),-4,-2,-3,-2,-7,1.7,16,5,-3
COc1ccccc1C(=O)NCCC(=O)NCC(c1ccco1)N1CCCCC1 (stereo not given),-3,4,0,-1,6,-0.3,-7,6,3
COc1ccc(NC(=O)Cn2cnc3c(cnn3-c3ccc(C)c(C)c3)c2=O)c(OC)c1,-2,-2,-4,-1,38,1.3,3,-1,-3
COc1ccc(-c2ccc(C#N)c(SCC(=O)OCc3ccccc3)n2)cc1OC,29,-2,6,1,13,-1.4,8,-2,-1
COc1cc(OC)cc(C(=O)NNC(=O)CCCOc2ccccc2)c1,-6,-5,-2,-2,13,-0.9,-11,16,-3
FC(F)(F)c1nc2ccccc2nc1N/N=C/c1c(Cl)cccc1Cl,-9,1,-13,0,14,-2.3,14,19,-1
N/C(=N\OC(=O)c1ccc2c(c1)OCO2)c1ccncc1,-18,-8,-25,-3,-18,0.4,-1,-32,2
O=C(COc1ccc(F)cc1)Nc1nc2c(s1)CCCC2,11,21,11,1,-18,4.9,29,4,4
COC(=O)c1sccc1NC(=O)Nc1cccc(C)c1,7,24,4,3,2,3.1,38,10,-2
O=C(Nc1ccc(Oc2cccnc2)cc1)C1CCN(Cc2cc(Cl)ccc2O)CC1,-5,21,0,-5,41,-1.6,13,-18,8
O=C(OC1Cn2c(=O)ccc(=O)n2C1)c1ccccc1,-1,9,-1,-2,13,-0.3,6,7,0
Cc1cc(S(=O)(=O)Nc2ccc(C(=O)NCC3(N4CCCCC4)CCCCC3)cc2)ccc1F,-9,4,4,-2,20,0.1,14,21,4
CS(=O)(=O)c1ccc(C(=O)NNC(=O)c2cccs2)cc1,-5,6,4,0,-6,2.7,8,14,-1

# Entries from the list above that contain an NH in an aromatic ring, in the order listed:
SMILES,EBI2 antag,CCR6 antag,CXCR6 inh,UPR XBP1 act,Mdm2 MdmX PPI,UPR CHOP act,tim23-1 inh,APJ antag,APJ agonist
CC1CCCCC1NC(=O)CCCc1nc2ccccc2c(=O)[nH]1 (stereo not given),-1,8,2,2,-15,1.9,-6,-6,-6
N#Cc1ccccc1NC(=O)CN1C(=O)NC(Cc2c[nH]c3ccccc23)C1=O (stereo not given),-9,0,-4,-1,7,4.8,1,10,2
Cc1cc(C)n2nc(SCC(=O)N(CC(C)C)c3c(N)n(CC(C)C)c(=O)[nH]c3=O)nc2n1,-9,3,6,-2,8,-0.1,20,-4,0

# The list continues:
SMILES,EBI2 antag,CCR6 antag,CXCR6 inh,UPR XBP1 act,Mdm2 MdmX PPI,UPR CHOP act,tim23-1 inh,APJ antag,APJ agonist
Cc1cc(/C=C(\C#N)C(=O)NCc2ccco2)c(C)n1C1CCCC1,13,-4,2,3,-31,3.6,37,-3,0
CCOCCCn1c(SCC(=O)Nc2cc(OC)ccc2OC)nc2ccccc2c1=O,10,26,5,-2,20,2.5,19,4,-1
CCOC(=O)N1CCN(C(=O)CSc2nnc(-c3ccc(C(C)(C)C)cc3)o2)CC1,8,16,-6,-2,-16,-0.9,19,-24,-4
Cc1ccc(S(=O)(=O)N(C)CC(=O)Nc2ccc(C)cn2)cc1,-2,-11,-12,-2,33,1.0,7,-4,2
COC(=O)CSc1nnc(-c2sc3cc(OC)ccc3c2Cl)n1C,4,0,-13,-3,31,1.0,23,6,0
COc1ccccc1/C=C(/C(=O)OCC(=O)Nc1ccccc1C)c1ccccc1,15,9,-5,-1,1,0.9,26,7,-2
Cc1ccc(N(Cc2cc3cc(C)ccc3[nH]c2=O)S(=O)(=O)c2ccccc2)cc1,23,10,4,-1,7,-1.5,4,7,-2
Cc1cc2nc3n(c2cc1C)CC1CC(C(=O)NCc2cccc(Br)c2)N(C)C31 (stereo not given),2,3,4,2,20,5.3,1,-3,-2

# The list is partial, so the mix of outcomes need not match the whole.
